NTMT1 inh: inhibitors of human N-terminal methyltransferase NTMT1; 2.5% of 59,000 active; Q9BV86; NTMT1 MTase-Glo SAH luminescence, purified enzyme; Potency, µM (titrated, usually from 114 µM), without a hit: at the top dose activity change, negative = inhibition, usual class: inhibitors; AID 1645870;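 note: potency is the fitted concentration of half-maximal effect; plate controls were DMSO vehicle for no effect and no enzyme for full effect; nearly all actives have a fitted effect of over 65% in size; many of its hits are not listed in these tables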
Target sequence (Q9BV86 whole entry, looked up): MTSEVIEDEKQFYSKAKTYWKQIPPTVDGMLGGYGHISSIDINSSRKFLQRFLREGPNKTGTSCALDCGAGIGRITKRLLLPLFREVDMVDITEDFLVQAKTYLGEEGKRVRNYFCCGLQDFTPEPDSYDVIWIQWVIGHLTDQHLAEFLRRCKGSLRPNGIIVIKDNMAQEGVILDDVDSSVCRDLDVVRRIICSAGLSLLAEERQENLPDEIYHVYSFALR
TSG101-PTAP inh: blocks PTAP binding to human TSG101, validation; Q99816; 44,000 tested, under 10 active; Fluorescence polarization, FITC-PTAP peptide/Tsg101, 20 min; Potency, µM (highest dose often 115 µM), for the others: at the highest dose activity change, negative = inhibition, usual class: inhibitors; note: potency is the fitted concentration of half-maximal effect; 0% is about no effect
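FITC-labeled PTAP peptide (50 nM final) binding to Tsg101 binding domain (10 uM final) read by fluorescence polarization after 20 min at r.t. in HEPES pH 7.5 buffer. Actives by CRC class, <25 µM.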
p53null 39C kill: selectivity test: cytotoxicity in p53 null cells, nonpermissive temperature; H1299 p53-null (neo) cells, 39C, ATPlite viability, 24 h; Potency, µM (series often up to 46.1 µM), without a hit: top-dose activity, negative = cell killing, hits mostly cytotoxic; 0.97% of 55,000 active; AID 904;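 note: potency is the fitted concentration of half-maximal effect; 0% = DMSO only and -100% = full killing by 100 µM tamoxifen; nearly all actives have a fitted effect of over 50% in size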
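Following overnight plating at 37C (600 cells/well), H1299-neo or H1299-p53A138V cells are dosed up to 46 uM. Incubation lasts 24 hr at 39C before ATP detection.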
p53null 32C tox: selectivity test: cytotoxicity in p53 null cells, permissive temperature | Potency, µM (highest dose often 46.1 µM), inactives show at the highest dose activity change, negative = cytotoxicity, actives largely listed as cytotoxic | 0.62% of 55,000 active | H1299-neo p53 null cells, ATP luminescence, 24 h, 32C;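 note: potency is the fitted concentration of half-maximal effect; 0% = DMSO only and -100% = full killing by 100 µM tamoxifen; nearly all actives have a fitted effect of over 55% in size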
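H1299-neo, 600 cells/well; overnight 37C; cpd up to 46 uM, 24 h at 32C; ATPlite luminescence after 20 min RT; normalized to DMSO (0%) and tamoxifen 100 uM (100% kill); Hill-fit AC50.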
GALK inhibitor: inhibitors of human galactokinase (GALK); recombinant GALK, Kinase-Glo ATP luminescence, 1 h; P51570; 44,000 tested, under 10 active; Potency, µM (titrated, usually from 57.5 µM), inactives show top-dose activity, negative = inhibition, most hits filed as inhibitors;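 note: plate controls were full GALK reaction for no effect and reaction lacking GALK for full effect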
Target sequence (P51570 whole entry, looked up): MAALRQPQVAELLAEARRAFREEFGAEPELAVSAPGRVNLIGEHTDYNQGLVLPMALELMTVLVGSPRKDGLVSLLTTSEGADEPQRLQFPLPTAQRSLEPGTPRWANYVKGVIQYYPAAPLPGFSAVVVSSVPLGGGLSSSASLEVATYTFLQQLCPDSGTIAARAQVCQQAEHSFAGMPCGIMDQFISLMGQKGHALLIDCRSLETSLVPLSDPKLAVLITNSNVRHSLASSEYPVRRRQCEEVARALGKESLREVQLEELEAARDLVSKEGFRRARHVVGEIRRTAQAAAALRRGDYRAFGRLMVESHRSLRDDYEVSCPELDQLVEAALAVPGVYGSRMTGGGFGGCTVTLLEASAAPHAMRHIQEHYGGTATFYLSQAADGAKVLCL
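Human GALK (5 nM) was incubated with 35 uM ATP and 100 uM galactose in 20 mM HEPES pH 8.0 with MgCl2, NaCl, DTT and BSA for 1 h at room temperature. Remaining ATP was measured by Kinase-Glo Plus luminescence.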
FH mod: Identification of activators of human fumarate hydratase by quantitative high-throughput screening | Fumarate hydratase, mitochondrial (Homo sapiens), P07954 | FH coupled MDH/diaphorase resazurin fluorescence, 15 min | Potency, µM (top dose mostly 79.9 µM), for inactives: top-dose activity change, negative = inhibition, most hits filed as inhibitors | 0.22% of 54,000 active; note: potency is the fitted concentration of half-maximal effect; % is set by controls: 0 for no effect and ±100 for the full control effect; the screen sought activators but most active calls are inhibition curves; nearly all actives have a fitted effect of over 45% in size
B2AR arrestin ag: ADRB2 beta-arrestin recruitment. P07550. HTLA Tango cells, beta-arrestin recruitment, luciferase luminescence, 18 h. Potency, µM (series often up to 46.1 µM), inactives show top-dose activation, usual class: activators. 44,000 tested, under 10 active;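 note: potency is the fitted concentration of half-maximal effect; 0% = DMSO and full agonism = EC100 isoproterenol or metaproterenol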
Target sequence (P07550 whole entry, looked up): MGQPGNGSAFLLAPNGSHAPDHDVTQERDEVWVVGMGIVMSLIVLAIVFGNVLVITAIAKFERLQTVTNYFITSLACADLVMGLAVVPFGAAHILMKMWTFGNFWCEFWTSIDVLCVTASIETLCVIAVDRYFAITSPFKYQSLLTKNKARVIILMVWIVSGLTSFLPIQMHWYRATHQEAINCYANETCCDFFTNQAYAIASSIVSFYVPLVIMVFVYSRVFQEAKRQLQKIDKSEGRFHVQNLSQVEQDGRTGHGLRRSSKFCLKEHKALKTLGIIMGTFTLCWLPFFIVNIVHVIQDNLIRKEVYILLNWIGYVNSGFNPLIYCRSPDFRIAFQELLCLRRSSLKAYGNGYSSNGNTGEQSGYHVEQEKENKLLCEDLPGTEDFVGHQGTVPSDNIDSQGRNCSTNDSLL
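Tango cells expressing recombinant beta2-AR and beta-arrestin were treated with compounds (up to 46 microM titration) in DMEM with 1% FBS for 18 hr at 37 degrees C. Beta-arrestin recruitment drove tTA-dependent luciferase, read by luminescence; curves were fitted and classed.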
* hit, by the source's call; u = inconclusive; x = no result given; [ ] = another dose, or the depositor's remark. Calls come from the whole dose curve; as a rule, active = well fitted curve in the direction sought with a large enough effect; inconclusive = small, poorly fitted or top-dose-only effect, or another doubt; inactive = no such curve, though single readings can be large; an effect the other way counts as inactive or inconclusive.

Sequence of screens – NTMT1 inh	TSG101-PTAP inh	p53null 39C kill	p53null 32C tox	GALK inhibitor	FH mod	B2AR arrestin ag
#1 CC(CCc1ccccc1)NC(=O)CSc1n[nH]c(-c2ccccc2)n1 (configuration not stated)
  3%	-7%	7%	1%	2%	-1%	1%
#2 Cc1ccc(NC(=O)c2c(C)oc3ccc(O)c(CN4CCCCC4)c23)cc1
  x	-1%	-11%	1%	-10%	x	-1%
#3 COc1cc2c(-c3ccccc3Cl)nc3c(c(C)nn3-c3ccccc3)c2cc1OC
  x	0%	21%	0%	-19%	x	0%
#4 COc1ccc(Cl)cc1NC(=O)CSc1nc(=O)[nH]c2c1CCC2
  0%	-3%	9%	-7%	0%	-8%	-1%
#5 COc1ccc(N(CC(=O)Nc2cccc(Cl)c2C)S(=O)(=O)c2c(C)nn(C)c2C)cc1
  -11%	-9%	-5%	16%	0%	-14%	1%
#6 COc1ccccc1CNc1ccc(-c2nc(-c3ccncc3)no2)cc1[N+](=O)[O-]
  12%	2%	-6%	4%	2%	-3%	-1%
#7 CCOc1ccc(N(CC)S(=O)(=O)N2CCCC(C(=O)Nc3cc(Cl)ccc3C)C2)cc1 (configuration not stated)
  -18%	-2%	-28%	-1%	2%	-16%	2%
#8 Cc1ccnc(NS(=O)(=O)c2ccc(NC(=O)C(C)(C)Oc3ccc(Cl)cc3)cc2)n1
  5%	-9%	-14%	-5%	3%	4%	1%
#9 COc1ccc(-c2cc(C(=O)Nc3c(C(=O)c4ccc(Cl)cc4)oc4ccccc34)no2)cc1
  14%	-3%	-6%	-2%	0%	8%	-4%
#10 COc1cccc(C(=O)N2CCC(C(=O)Nc3cccc(Cl)c3)CC2)c1
  -1%	-10%	-2%	3%	-12%	-23%	-2%
#11 CCOC(=O)c1cccc(NC(=O)Cn2nc3c(cc2=O)CCCC3)c1
  u	-13%	-1%	-3%	-1%	3%	0%
#12 CC(=O)c1ccccc1NS(=O)(=O)c1cc2c(cc1C)NC(=O)CO2
  u	-3%	27%	0%	-1%	-6%	0%
#13 CN(C)c1ccc(C(CNC(=O)c2ccccc2F)N2CCc3ccccc32)cc1 (configuration not stated)
  -16%	-2%	-14%	1%	-1%	-20%	-1%
#14 CCS(=O)(=O)N1CCc2cc(C(=O)N3CCN(c4cccc(C(F)(F)F)c4)CC3)ccc21
  -1%	1%	-5%	-4%	3%	-34%	-3%
#15 CCOC(=O)c1c(-c2ccccc2)csc1NC(=O)c1nc(S(=O)(=O)CC)ncc1Cl
  25%	1%	u	13%	3%	-10%	-1%
#16 Cc1ccc(OCC(=O)Nc2ccc3nc(SCC(=O)N4CCCC4)sc3c2)cc1
  3%	-2%	-19%	-4%	5%	-13%	-3%
#17 COc1cccc(N2CCN(C(=O)c3ccc(CS(=O)c4cccc(Cl)c4)o3)CC2)c1 (configuration not stated)
  -16%	-4%	-20%	-3%	-8%	-14%	0%
#18 Cc1ccccc1NC(=O)c1cc2sccc2n1Cc1ccc(F)cc1
  3%	2%	-4%	-2%	-11%	-4%	1%
#19 COc1ccccc1N1CCN(C(=O)Cc2c(C(=O)O)c(C)cn2C)CC1
  24%	-1%	4%	-10%	2%	-13%	-2%
#20 COc1ccc2[nH]c3c(c2c1)CCN(C(=O)CCC1CCCC1)C3c1ccc(F)cc1 (configuration not stated)
  -26%	-1%	-5%	u	0%	-24%	0%
#21 CCN1CCc2nc3sc(C(=O)Nc4cccc(Cl)c4C)c(N)c3cc2C1
  u	0%	u	-4%	7%	-8%	-1%
#22 CCc1ccccc1NC(=O)CSc1ncc2c(n1)-c1cc(Cl)ccc1N(Cc1ccccc1)S2(=O)=O
  6%	7%	-16%	-4%	-1%	5%	0%
#23 COC(=O)c1ccc(NC(=O)c2cc3cc4ccc(OC)c(Cl)c4nc3s2)cc1
  1%	-1%	-11%	-5%	1%	7%	1%
#24 CCOc1ccc(OCC)c(NS(=O)(=O)c2cc(-c3cc(C)no3)ccc2C)c1
  5%	-5%	-15%	-1%	1%	-22%	2%
#25 CC(C)CS(=O)(=O)c1oc(-c2ccc(F)cc2)nc1S(=O)(=O)c1ccccc1
  0%	-2%	3.2µM*	u	0%	u	-1%
#26 Cc1ccc(C)c(CN2CCC(CNC(=O)C(CC(C)C)N3Cc4ccccc4C3=O)CC2)c1 (configuration not stated)
  u	1%	-8%	-1%	2%	-12%	0%
#27 CCOC(=O)CC(NC(=O)c1cc2cc(OC)ccc2oc1=O)c1ccc(OC)cc1 (configuration not stated)
  -21%	0%	17%	-2%[9.22 µM]	-1%	-13%	2%
#28 CCOC(=O)c1scc(-c2ccccc2)c1S(=O)(=O)Nc1ccccc1F
  0%	-6%	2%	-4%	0%	-11%	3%
#29 COc1cccc(-c2ccnc3[nH]n(-c4ccccc4)c(=O)c23)c1
  2%	-8%	x	x	4%	1%	0%
#30 COc1ccc(CNC(=O)Cn2c(=O)n3nc(-c4ccc(OC)cc4)nc3c3ccccc32)cc1
  -9%	0%	8%	0%	0%	-5%	-3%

Full records, looked up by structure. Order of screens: NTMT1 inh | TSG101-PTAP inh | p53null 39C kill | p53null 32C tox | GALK inhibitor | FH mod | B2AR arrestin ag
CCc1ccccc1NC(=O)CSc1ncc2c(n1)-c1cc(Cl)ccc1N(Cc1ccccc1)S2(=O)=O is listed with 6% | 7% | -16% | -4% | -1% | 5% | 0%
COc1ccc(CNC(=O)Cn2c(=O)n3nc(-c4ccc(OC)cc4)nc3c3ccccc32)cc1 is listed with -9% | 0% | 8% | 0% | 0% | -5% | -3%
CCOC(=O)CC(NC(=O)c1cc2cc(OC)ccc2oc1=O)c1ccc(OC)cc1 (configuration not stated) is listed with -21% | 0% | 17% | -2%[9.22 µM] | -1% | -13% | 2%

Following part.
Sequence of screens – NTMT1 inh	TSG101-PTAP inh	p53null 39C kill	p53null 32C tox	GALK inhibitor	FH mod	B2AR arrestin ag
#31 Cc1cccc(C(=O)Nc2c(-c3ccccc3)nc3cc(C)ccn23)c1
  -3%	-7%	-4%	1%	-3%	-9%	-1%
#32 COc1ccc(C2=C(C(C)=O)Sc3nnc(-c4ccc(Cl)cc4)n3N2C(C)=O)cc1OC
  0%	3%	0%	7%	1%	-1%	-2%
#33 CCN(c1ccccc1)c1nnc(NC(=O)Nc2ccccc2F)s1
  6%	0%	10%	-4%	-1%	9%	-1%
#34 O=c1c2cccnc2n(Cc2ccc(Cl)cc2)c(=O)n1Cc1ccc(F)cc1
  4%	-3%	-10%	-3%	0%	-16%	-1%
#35 COC(=O)c1nnn(-c2ccc(Cl)cc2)c1C(=O)OC
  u	9%	-16%	4%	-1%	u	1%
#36 COC(=O)c1ccc(Cn2c(SCc3cccc(C)c3)nc3ccncc32)cc1
  5%	9%	u	-27%	4%	-29%	0%
#37 Cc1ccc(S(=O)(=O)N2CCc3cc(C(=O)NCCc4ccccc4)ccc32)cc1
  2%	0%	-8%	4%	-2%	-15%	-1%
#38 Cc1cc(C)c(NC(=O)C2CCN(S(=O)(=O)c3c(C)noc3/C=C/c3ccccc3F)CC2)c(C)c1
  11%	1%	-1%	-3%	-3%	-7%	-1%
#39 CCN(CC)c1ccc(NC(=O)c2cc(C)nc3c2c(C)nn3-c2ccc(C)cc2)c(C)c1
  u	-8%	-11%	11%	1%	-20%	2%
#40 CC(C)OCCCNC(=O)CN1C(=O)c2ccccc2Sc2ncccc21
  14%	2%	-9%	-3%	-10%	-5%	1%
#41 COc1cccc(NC(=O)CSC2=Nc3ccccc3C3=NC(CC(=O)NCc4ccccc4OC)C(=O)N23)c1 (configuration not stated)
  8%	2%	2%	3%	1%	u	-1%
#42 Cc1cn2c(=O)cc(COC(=O)c3ccc(NC(=O)C(C)Oc4ccccc4)cc3)nc2s1 (configuration not stated)
  -3%	-2%	-11%	-12%	2%	u	0%
#43 Cc1ccn2c(Nc3ccc4c(c3)OCO4)c(-c3ccc(Cl)cc3)nc2c1
  -10%	1%	-9%	-6%	0%	u	-2%
#44 COc1cc2c(=O)n(Cc3ccccc3Cl)c(=O)n(CC(=O)Nc3ccccc3)c2cc1OC
  2%	1%	-11%	-11%	1%	-5%	1%
#45 Cc1nnc(NC(=O)CSc2nccn2Cc2ccc(Cl)cc2)s1
  11%	3%	-6%	-10%	3%	3%	-1%
#46 CCc1ccccc1N(C)C(=O)c1cc2c(s1)-c1c(C)cccc1OC2
  -6%	-1%	u	25%	5%	-26%	0%
#47 COCCCNC(=O)c1cc2c(=O)oc3ccc(C)cc3c2s1
  2%	0%	-19%	0%	7%	-2%	0%
#48 CC1CCCCN1C(=O)Cn1c(=O)n(-c2ccc(Cl)cc2)c(=O)c2c3c(sc21)CCC3 (configuration not stated)
  2%	-7%	3%	-1%	-2%	-14%	-2%
#49 CCc1nn(CC(=O)Nc2ccc(C)cc2C)c(=O)c2cc3sccc3n12
  -29%	1%	4%	0%	-2%	2%	1%
#50 CCc1nn2c(=O)cc(COC(=O)c3cccc(NC(=O)c4cccs4)c3)nc2s1
  -3%	-6%	-4%	3%	2%	-7%	0%
#51 COc1ccc(CCNC(=O)c2ccc3c(Cl)c4c(nc3c2)CCCC4)cc1OC
  -18%	-1%	-26%	0%	8%	u	-2%
#52 CCn1c(C(=O)Nc2cc(Cl)ccc2C)cc2sc(Cl)cc21
  u	0%	9%	3%	1%	-6%	0%
#53 COc1ccc(-c2cccc(NS(=O)(=O)c3ccc(NC(C)=O)cc3)c2)nn1
  6%	-6%	-10%	-6%	-2%	0%	0%
#54 COc1ccc(Cl)cc1S(=O)(=O)N1CCN(Cc2cccc(F)c2)CC1
  -23%	-1%	9%	-7%	2%	-15%	1%
#55 COc1ccc(OCCCn2c(C)nc3cc(C)c(C)cc32)cc1
  u	-2%	u	-11%	1%	-8%	0%
#56 COCCn1c(C)cc(O)c(C(c2ccccc2)N2CCCCC2)c1=O (configuration not stated)
  -14%	-3%	53%[activator]	8%	0%	-5%	-1%
#57 COc1cccc(CNC(=O)c2nn(C)c3c2CS(=O)(=O)c2ccccc2-3)c1
  3%	-6%	-20%	-4%	0%	-3%	0%
#58 CCN(CC)CCNC(=O)C(=O)NCC(c1cccnc1)N1CCN(c2ccccc2)CC1 (configuration not stated)
  -19%	1%	-27%	u	1%	-7%	3%
#59 COc1cc(NC(=O)c2ccc(C(=O)Nc3cc(OC)c(Cl)cc3OC)cc2)c(OC)cc1Cl
  x	-1%	27%	9%	0%	x	0%
#60 CCC(C)NC(=O)C1CCC(CNS(=O)(=O)c2ccc(Cl)cc2)CC1 (configuration not stated)
  -25%	2%	-3%	-4%	-1%	-7%	0%
#61 COc1ccccc1NC(=O)C1=C(C)Nc2nc(-c3ccco3)nn2C1c1cccc(C)c1 (configuration not stated)
  -3%	-2%	56%[activator]	5%	u	-39%	-1%
#62 CCN(CC)CCOC(=O)c1ccc(NC(=O)CCn2c(=O)oc3ccccc32)cc1
  -20%	-6%	-12%	1%	0%	-1%	1%
#63 CCN1CCN(C(=O)c2ccc3c(c2)N(Cc2cccc(Cl)c2)C(=O)c2ccccc2S3=O)CC1 (configuration not stated)
  2%	-2%	14%	22%	1%	2%	0%

An excerpt; rates above refer to the full screens.
